SENP8 block-1 = SENP8 (human) protease inhibition; 0.64% of 360,000 active; AID 602440; recombinant SENP8, Nedd8 substrate fluorescence; inhibition, % at 20 µM; Q96LD8; in the data active = inhibition mostly above about 40%, no sharp cut-off; inactive = mostly below about 27%
SENP8 block-2 = blocks the human protease SENP8; Q96LD8; purified SENP8, Z-RLRGG-aminoluciferin cleavage, luminescence; inhibition, % at 10 µM; 1.2% of 330,000 active; AID 2540; in the data active = inhibition above about 50%
SENP7 block = SENP7 protease inhibition; Q9BQF6; recombinant SENP7, Z-RLRGG-aminoluciferin luminescence, 40 min; inhibition, % at 5 µM; 1.5% of 330,000 active; AID 434973;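 active = inhibition above about 50% at the single test dose, limit read from the data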;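 note: plate controls were DMSO with enzyme for no effect and no enzyme buffer wells for full effect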
Apaf-1 inh = inhibitors of human Apaf-1 apoptosome. O14727. 0.71% of 330,000 active. reconstituted apoptosome caspase-3 activity, DEVD-Rh110 fluorescence. AID 489030. inhibition, % at 20 µM; active = inhibition of at least 40% at 20 µM;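 note: plate controls were DMSO wells for no effect and DEVD-CHO caspase inhibitor wells for full effect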
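Material: reconstituted apoptosome with Apaf-1, cytochrome c, caspase-9, procaspase-3, dATP; medium: pH 7.5 Hepes buffer with CHAPS, BSA, DTT; also added: cytochrome c and DEVD-Rh110 substrate; timing: 30 min plus 50 min, RT; signal: Rh110 fluorescence intensity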
UBC13 inh = human UBC13 polyubiquitination inhibition | P61088 | UBC13 polyubiquitin chain formation, TR-FRET | inhibition, % at 20 µM | 0.47% of 330,000 active | AID 485273; in the data active = inhibition above about 45%, passing the limit was not always enough; inconclusive = no clear call, values can overlap the other calls
Target sequence (P61088 whole entry, looked up): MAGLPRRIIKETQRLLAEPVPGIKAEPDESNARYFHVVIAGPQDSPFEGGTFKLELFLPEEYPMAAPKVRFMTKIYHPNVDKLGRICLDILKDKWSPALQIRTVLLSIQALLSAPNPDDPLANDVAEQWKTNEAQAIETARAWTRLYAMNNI
SENP1 inh = inhibitors of human SENP1 SUMO protease catalytic domain | recombinant SENP1 catalytic domain, CyPet-SUMO1-YPet FRET cleavage | inhibition, % at 10 µM | 0.21% of 360,000 active;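 active = inhibition at least 30% at 10 µM, raw YFP signal under a set limit, fluorescence ratio 0.5 to 1.5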;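 note: 0% = enzyme with DMSO and 100% = no enzyme wells; some results filed as inactive read as strong as hits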
Target sequence (Q9P0U3 419-644 limits assumed): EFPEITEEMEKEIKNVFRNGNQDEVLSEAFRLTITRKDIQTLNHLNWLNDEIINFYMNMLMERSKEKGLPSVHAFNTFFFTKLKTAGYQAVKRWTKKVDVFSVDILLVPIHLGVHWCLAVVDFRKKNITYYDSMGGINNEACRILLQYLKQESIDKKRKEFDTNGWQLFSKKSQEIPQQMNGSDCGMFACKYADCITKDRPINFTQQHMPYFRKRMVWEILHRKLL
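Test system: recombinant human SENP1 catalytic domain, His6-tagged / Medium: pH 8 Tris buffer with EDTA, NaCl, BME, BSA, NP40, catalase / Also added: SUMO1 FRET substrate flanked by Cypet and Ypet, 25 nM / Times: 50 min reaction at room temperature / Signal: FRET, CFP and YFP emission / Control set: no-enzyme low control and enzyme-plus-DMSO high control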
APOBEC3G inh = inhibitors of human APOBEC3G DNA deaminase. Q9HC16. recombinant A3G, ssDNA deamination FAM/TAMRA fluorescence. inhibition, % at 20 µM. 0.28% of 330,000 active;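 active = inhibition of at least 40% at 20 µM, with no more than 30% in the related APOBEC3A deaminase screen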;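 note: plate controls were DMSO wells with A3G for no effect and wells lacking A3G enzyme for full effect; some compounds called inactive have numbers as strong as hits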
SENP6 block = SENP6 protease inhibition. Q9GZR1. inhibition, % at 10 µM. AID 2599. Recombinant SENP6 catalytic domain, aminoluciferin luminescence. 1.8% of 330,000 active;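 active = inhibition above about 50% at the single tested dose, limit read from the data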;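 note: plate controls were DMSO wells with enzyme for no effect and DMSO wells lacking enzyme for full effect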
Target sequence (Q9GZR1 628-1112 limits assumed): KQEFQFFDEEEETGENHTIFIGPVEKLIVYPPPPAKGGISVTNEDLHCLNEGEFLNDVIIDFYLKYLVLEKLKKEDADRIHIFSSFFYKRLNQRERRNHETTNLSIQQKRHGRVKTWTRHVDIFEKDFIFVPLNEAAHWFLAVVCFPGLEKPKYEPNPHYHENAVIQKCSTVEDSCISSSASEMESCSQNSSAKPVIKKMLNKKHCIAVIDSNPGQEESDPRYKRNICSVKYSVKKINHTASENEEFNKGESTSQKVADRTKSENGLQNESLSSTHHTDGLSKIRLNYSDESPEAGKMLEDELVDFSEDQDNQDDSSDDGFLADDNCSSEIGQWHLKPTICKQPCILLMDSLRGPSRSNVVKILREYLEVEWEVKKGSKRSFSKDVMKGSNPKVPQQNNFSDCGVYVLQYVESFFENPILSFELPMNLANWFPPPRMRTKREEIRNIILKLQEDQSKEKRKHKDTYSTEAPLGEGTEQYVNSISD
The depositor's hits bear a star; ? = inconclusive; / = not tested or not shown.

1: COc1ccc(NC(=O)CC(Cc2ccc(Cl)cc2)C(=O)O)cc1 (stereo unspecified)
2: O=C(CCNS(=O)(=O)c1ccc(Cl)cc1)NCc1cccnc1
3: CCOC(=O)c1ccc(NC(=O)COc2ccc(S(=O)(=O)NC(C)C)cc2)cc1
4: COc1cc(C(=O)Nc2cc(C)ccn2)ccc1OCC(=O)N1CCOCC1
5: COc1cc(OC)cc(C(=O)NCC(=O)OCC(=O)c2cc(C)n(Cc3ccco3)c2C)c1
6: COc1ccc(C(=O)COC(=O)c2ccc(Cl)nc2)cc1OC
7: Cc1ccc(C(=O)NC(=S)N2CCN(C)CC2)cc1Br
8: CN(Cc1nc(-c2cccnc2)no1)S(=O)(=O)c1ccc(Br)cc1
9: Cc1cccc(N2CCN(S(=O)(=O)c3c(C)nc4scc(C)n4c3=O)CC2)c1C
10: CCOC(=O)C1=C(C)N(CCCC(=O)O)C(=O)NC1c1ccc2ccccc2c1 (stereo unspecified)
Compound,1,2,3,4,5,6,7,8,9,10
SENP8 block-1,9,11,10,10,0,5,6,18,-55,14
SENP8 block-2,-10,-2,-7,-10,-1,-11,3,-4,-7,-6
SENP7 block,-8,1,-8,22,5,-2,-2,3,-5,1
Apaf-1 inh,6,-5,-11,-3,13,0,3,3,23,-3
UBC13 inh,1,10,2,-4,1,4,4,-1,2,-2
SENP1 inh,4,1,2,1,-9,2,0,-1,-1,2
APOBEC3G inh,-4,-7,-10,-3,-1,-10,-8,-2,-10,-10
SENP6 block,7,-19,1,-5,-9,-2,1,15,-10,-8

11: CCCCOc1ccc(N(CC(=O)NC(C)(C)C)C(=O)CCC(=O)Nc2nccs2)cc1
12: CC1CCN(C(=O)COC(=O)Cn2cnc3ccccc32)CC1
13: Cc1sc2nc(-c3cccnc3)nc(Cl)c2c1-c1ccccc1
14: CCOC(=O)C1=C(C)N=c2s/c(=C\c3ccc(OCC(=O)O)cc3)c(=O)n2C1c1ccc(Cl)cc1 (stereo unspecified)
15: Cc1ccc(CS(=O)(=O)Cc2ccc(C(=O)NCC3CCCO3)o2)cc1 (stereo unspecified)
16: O=C(CCN1C(=O)/C(=C/c2ccccc2Cl)SC1=S)N1CCOCC1
17: Cn1c(SCC(=O)NC2CCCC2)nnc1-c1cccs1
18: CC1(C)CC(=O)c2cc(OCC(=O)NCCN3CCOCC3)ccc2O1
19: Cn1c(=O)[nH]c(=O)c2c1nc(Br)n2C/C=N/NC(N)=S
20: O=C(NNc1nc2ccccc2o1)c1ccccc1
Compound,11,12,13,14,15,16,17,18,19,20
SENP8 block-1,11,-18,-122,-6,5,20,17,-353,/,2
SENP8 block-2,-3,0,-2,-7,2,-8,4,1,9,53*
SENP7 block,-1,-4,-1,-3,7,-9,4,0,0,0
Apaf-1 inh,14,2,4,-34,-7,3,1,0,-15,-4
UBC13 inh,-2,-3,-69,-44,3,-7,3,15,1,4
SENP1 inh,4,-4,-37,-33,1,2,-1,-6,/,2
APOBEC3G inh,-6,-2,2,-8,-10,-6,-7,0,-4,-3
SENP6 block,-5,1,10,-3,-26,-5,15,-18,-2,64*

Part of the list above, limited to SENP8 block-2.
entry	mol	SENP8 block-2
19	Cn1c(=O)[nH]c(=O)c2c1nc(Br)n2C/C=N/NC(N)=S	9
20	O=C(NNc1nc2ccccc2o1)c1ccccc1	53*

Other records follow:
21: C#CCOCCOCCOCCNc1nc(N2CCOCC2)nc(N2CCN(C(=O)[C@H](CCCN=C(N)N)n3cc(C(N)[C@@H](C)CC)nn3)CC2)n1 (stereo partly specified)
22: N#Cc1cnc(NOCc2ccc(Cl)cc2)nc1
23: Cn1c(CN2CCN(C(=O)c3ccc(F)cc3)CC2)nc2cc([N+](=O)[O-])ccc21
24: COc1ccc(NC(=O)C2C3CC/C=C\CCC32)cc1 (stereo unspecified)
25: COc1ccc(NC(=O)CSc2nnc(C)n2N)cc1S(=O)(=O)N1CCCCC1
26: CC1CCCN(S(=O)(=O)c2ccc(NC(=O)C3CC(=O)N(C(C)(C)C)C3)cc2)C1 (stereo unspecified)
27: CCOC(=O)C(C(=O)Nc1cccc(C)n1)C1CCCCC1 (stereo unspecified)
28: Cc1nnc(NC(=O)Cn2c(=O)sc3ccccc32)s1
29: COC(=O)C1=C(CS(=O)(=O)c2cc(Cl)ccc2OC)NC(=O)NC1c1ccc(O)c(OC)c1 (stereo unspecified)
30: CC(C)=CCN1CCN(Cc2ccoc2)CC1CCO (stereo unspecified)
Compound,21,22,23,24,25,26,27,28,29,30
SENP8 block-1,14,11,16,9,-3,13,1,6,11,0
SENP8 block-2,-2,1,0,7,-5,-4,5,2,-5,2
SENP7 block,6,-4,6,0,5,-5,-23,-2,14,8
Apaf-1 inh,25,-13,3,-7,-7,16,9,-4,4,-3
UBC13 inh,30,0,0,2,-4,-6,3,9,-3,-7
SENP1 inh,-4,0,2,0,0,1,0,2,0,-3
APOBEC3G inh,-5,-11,-5,-4,-8,-2,-2,-7,-8,3
SENP6 block,-7,3,5,21,-2,-13,4,-11,-2,9

Some of these compounds in order of heavy-atom count, smallest number first.
22: N#Cc1cnc(NOCc2ccc(Cl)cc2)nc1
20: O=C(NNc1nc2ccccc2o1)c1ccccc1
24: COc1ccc(NC(=O)C2C3CC/C=C\CCC32)cc1 (stereo unspecified)
27: CCOC(=O)C(C(=O)Nc1cccc(C)n1)C1CCCCC1 (stereo unspecified)
18: CC1(C)CC(=O)c2cc(OCC(=O)NCCN3CCOCC3)ccc2O1
26: CC1CCCN(S(=O)(=O)c2ccc(NC(=O)C3CC(=O)N(C(C)(C)C)C3)cc2)C1 (stereo unspecified)
29: COC(=O)C1=C(CS(=O)(=O)c2cc(Cl)ccc2OC)NC(=O)NC1c1ccc(O)c(OC)c1 (stereo unspecified)
21: C#CCOCCOCCOCCNc1nc(N2CCOCC2)nc(N2CCN(C(=O)[C@H](CCCN=C(N)N)n3cc(C(N)[C@@H](C)CC)nn3)CC2)n1 (stereo partly specified)
Compound,22,20,24,27,18,26,29,21
SENP8 block-1,11,2,9,1,-353,13,11,14
SENP8 block-2,1,53*,7,5,1,-4,-5,-2
SENP7 block,-4,0,0,-23,0,-5,14,6
Apaf-1 inh,-13,-4,-7,9,0,16,4,25
UBC13 inh,0,4,2,3,15,-6,-3,30
SENP1 inh,0,2,0,0,-6,1,0,-4
APOBEC3G inh,-11,-3,-4,-2,0,-2,-8,-5
SENP6 block,3,64*,21,4,-18,-13,-2,-7

Additional structures
31: O=C(O)COc1ccccc1/C=C1\SC(=O)N(Cc2ccc(F)cc2)C1=O
32: COc1ccc(C(=O)N/C(=C\c2cn(S(=O)(=O)N(C)C)c3ccccc23)C(=O)NC(C)C)cc1
33: O=C(CSc1ccsc1[N+](=O)[O-])NCCc1ccccc1
34: CCOC(=O)c1cc(-c2ccc(Cl)cc2)nc2c1c(C)nn2CCC#N
35: O=C(NC(Cc1ccccc1)C(=O)O)/C(=C/c1cccc([N+](=O)[O-])c1)NC(=O)c1cccc(Br)c1 (stereo unspecified)
36: CCS(=O)(=O)Nc1ccc(NC(C)=O)cc1
37: COc1ccc(S(=O)(=O)N(CC(=O)N/N=C/c2cccs2)c2ccc(C)cc2)cc1OC
38: CC(=O)c1sc(NC(=O)COc2ccc(Cl)cc2Cl)nc1C
39: Cc1ccc(S(=O)(=O)N2CCCCC2)cc1NC(=O)CCN1C(=O)C2CC=CCC2C1=O (stereo unspecified)
40: N=C(N)N1CCN(Cc2ccccc2)CC1
Compound,31,32,33,34,35,36,37,38,39,40
SENP8 block-1,-45,14,12,-473,11,32,18,-26,4,/
SENP8 block-2,-9,-1,5,1,3,-3,-14,-4,0,1
SENP7 block,-5,0,18,-4,-3,1,-18,-7,10,3
Apaf-1 inh,11,1,5,19,4,-10,19,3,2,3
UBC13 inh,-3,-1,-6,?,2,-2,-9,-10,2,6
SENP1 inh,-3,5,0,-1,0,0,3,-3,-1,/
APOBEC3G inh,-7,-6,2,2,-7,-1,-2,-5,1,1
SENP6 block,-21,-12,9,-9,5,-23,-32,-11,1,-16

41: CSc1ccc(/C=N/NC(=O)COc2ccc(Br)cc2Cl)cc1
42: CCCOC(=O)c1ccc(-n2nnnc2SCC(=O)N2CCCCC2)cc1
43: COc1ccc(S(=O)(=O)Nc2ccc3c(c2)OCO3)cc1OC
44: O=C(CSc1nnc(C2CCCCC2)n1-c1ccccc1)NCc1ccco1
45: Fc1cc(F)cc(Nc2nc(Cl)nc(NC3CCCC3)n2)c1
46: Cc1ccc(S(=O)(=O)Oc2ccc(/C=N/NC(=O)c3nn(C)cc3Cl)cc2)cc1
47: COC(=O)c1ccc(CN(c2ccc(C)cc2)S(=O)(=O)c2ccc3c(c2)OCCO3)o1
48: Cc1cc(C)c(NC(=O)CCCn2c(=O)oc3ccccc32)c(C)c1
49: Cc1[nH]nc2nc(SCC(=O)NC3CCCCC3)n(-c3ccc(Br)cc3)c(=N)c12
50: C/C(=N\NC(=O)C(=O)Nc1cccc(Cl)c1C)c1ccncc1
Compound,41,42,43,44,45,46,47,48,49,50
SENP8 block-1,-14,16,10,-1,12,12,10,-1,-17,8
SENP8 block-2,-10,0,-17,-7,-7,-12,4,-1,-16,-7
SENP7 block,-7,2,-3,-11,5,-8,-5,4,-13,1
Apaf-1 inh,17,4,-2,-2,26,23,11,-3,23,0
UBC13 inh,-23,1,-7,-5,9,-4,-3,16,7,8
SENP1 inh,3,1,-2,0,2,0,2,3,1,6
APOBEC3G inh,8,-11,-9,-7,-7,0,-6,-6,-2,-5
SENP6 block,0,2,-14,-12,-6,-20,-4,-2,7,-3

51: Cc1cccc(C(=O)Nc2ccccc2-c2nnn(CC(=O)Nc3ccc4c(c3)OCCO4)n2)c1
52: COc1ccc(Nc2nc3c(c(=O)n(C)c(=O)n3C)n2CCO)cc1
53: O=C(O)COc1ccccc1O
54: O=C(N/N=C/c1ccoc1)c1cccc([N+](=O)[O-])c1
55: COC(=O)c1cnc2ccccc2n1
56: COc1ccc(NC(=O)CC2C(=O)N(c3ccc(F)cc3)C(=S)N2NC(=O)c2ccc(Cl)cc2)cc1 (stereo unspecified)
57: CC(=O)N1c2ccc(S(=O)(=O)N3CCC(C(=O)N4CC(C)CC(C)C4)CC3)cc2CC1C (stereo unspecified)
58: CCn1cc(C(=O)Nc2ccc(OC)c(OC)c2)c2cc(OC)c(OC)cc2c1=O
59: COc1ccc(C(=O)OCCc2sc[n+](CC(=O)c3ccccc3)c2C)cc1
60: CCC(C(=O)NC1CCN(C)CC1)c1ccccc1 (stereo unspecified)
61: Cc1cc(C)n(-c2ccc(NC(=O)C3CCCCN3C(=O)c3ccoc3C)cc2)n1 (stereo unspecified)
Compound,51,52,53,54,55,56,57,58,59,60,61
SENP8 block-1,6,-56,8,13,22,6,20,-1,-2,-3,13
SENP8 block-2,-7,2,-8,-8,6,-1,0,10,6,-2,5
SENP7 block,-4,1,-8,-9,3,2,-2,1,2,3,-3
Apaf-1 inh,9,-4,-4,-12,-4,-2,4,13,27,0,-2
UBC13 inh,-27,3,-6,6,-10,-4,3,-4,3,1,7
SENP1 inh,2,-10,1,3,1,1,0,-1,3,0,0
APOBEC3G inh,-4,-5,-3,-3,1,-5,-4,-3,-8,-3,-6
SENP6 block,-3,-24,10,-5,-4,2,-11,7,-5,-4,9
